# G9a inh – qHTS Assay for Inhibitors of Histone Lysine Methyltransferase G9a; Histone-lysine N-methyltransferase EHMT2 (Homo sapiens), Q96KQ7; G9a H3K9 monomethylation, AlphaScreen, 2 h; Potency, µM (highest dose often 102 µM), inactives show at the top dose activity, negative = inhibition, actives largely listed as inhibitors; 8.8% of 350,000 active; AID 504332, 2011; note: potency is the fitted concentration of half-maximal effect; % is set by controls: 0 for no effect and ±100 for the full control effect; nearly all actives have a fitted effect of over 75% in size
# Target sequence (Q96KQ7 913-1193 limits assumed): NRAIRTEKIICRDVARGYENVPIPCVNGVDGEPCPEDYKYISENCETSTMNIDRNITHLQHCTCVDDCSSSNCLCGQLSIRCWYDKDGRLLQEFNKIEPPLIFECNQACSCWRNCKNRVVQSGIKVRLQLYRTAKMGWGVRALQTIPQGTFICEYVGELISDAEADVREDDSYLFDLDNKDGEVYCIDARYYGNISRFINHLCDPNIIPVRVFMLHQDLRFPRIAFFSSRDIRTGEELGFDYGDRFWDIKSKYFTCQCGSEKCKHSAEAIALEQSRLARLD
#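 Quantitative HTS format: methyltransferase activity on a biotin-tagged H3K9 peptide is measured by AlphaScreen, using a rabbit anti-monomethyl-H3K9 antibody with streptavidin donor and anti-IgG acceptor beads. Final levels are 20 nM enzyme, 500 nM peptide, 20 uM SAM; 2 h RT.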
# GLS inhibitor – qHTS for Inhibitors of Glutaminase (GLS); Glutaminase kidney isoform, mitochondrial (Homo sapiens), O94925; GLS enzymatic activity, qHTS titration; Potency, µM (series often up to 45.5 µM), for inactives: at the top dose activity change, negative = inhibition, hits mostly inhibitors; 0.21% of 410,000 active; note: potency is the fitted concentration of half-maximal effect; % is set by controls: 0 for no effect and ±100 for the full control effect
#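 hKGA in 45 mM KH2PO4 (pH 8.2), 0.02% Tween-20 with compound, then 1mM L-Glutamine (stock as added) plus glutamate oxidase/HRP/Amplex red coupling mix. Fluorescence read initially and after 30 min at RT; signal change reflects glutamate formation.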
# BAZ2B block – qHTS Assay for Inhibitors of BAZ2B. AlphaScreen BAZ2B-H3K14Ac peptide displacement. Potency, µM (doses to about 114 µM), inactives show at the top dose activity change, negative = inhibition, actives largely listed as inhibitors. 4.4% of 360,000 active; note: potency is the fitted concentration of half-maximal effect; % is set by controls: 0 for no effect and ±100 for the full control effect; nearly all actives have a fitted effect of over 60% in size
#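 Multi-concentration screen (max 110 uM) measuring displacement of acetylated histone H3 peptide from BAZ2B by AlphaScreen, using 50 nM protein, 50 nM peptide and 10 ug/mL streptavidin donor plus Ni-chelate acceptor beads.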
# PGK inhibitor – qHTS Assay to Find Inhibitors of Phosphoglycerate Kinase; Phosphoglycerate kinase, glycosomal (Trypanosoma brucei brucei), P07378; 0.043% of 380,000 active; Potency, µM (titrated, usually from 57.5 µM), without a hit: top-dose activity change, negative = inhibition, hits mostly inhibitors; PGK/GAPDH coupled, Kinase-Glo luminescence, 60 min; note: potency is the fitted concentration of half-maximal effect; % is set by controls: 0 for no effect and ±100 for the full control effect; nearly all actives have a fitted effect of over 60% in size
# Target sequence (P07378 whole entry, looked up): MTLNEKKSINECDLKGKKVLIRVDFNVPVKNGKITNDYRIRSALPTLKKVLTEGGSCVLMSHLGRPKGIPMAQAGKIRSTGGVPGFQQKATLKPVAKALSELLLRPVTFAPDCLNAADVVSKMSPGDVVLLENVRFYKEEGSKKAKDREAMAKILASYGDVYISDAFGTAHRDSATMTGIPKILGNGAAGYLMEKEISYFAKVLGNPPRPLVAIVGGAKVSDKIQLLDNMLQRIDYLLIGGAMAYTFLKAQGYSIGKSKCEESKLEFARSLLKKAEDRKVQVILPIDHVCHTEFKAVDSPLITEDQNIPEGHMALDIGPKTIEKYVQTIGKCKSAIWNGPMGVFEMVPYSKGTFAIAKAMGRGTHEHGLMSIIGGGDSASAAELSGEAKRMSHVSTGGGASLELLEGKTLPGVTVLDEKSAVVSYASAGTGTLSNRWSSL
#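 Luminescent ATP detection (Kinase-Glo Plus) follows a 60-minute room-temperature incubation, with wells lacking PGK as controls. Buffer: 100 mM TEA (pH 7.6), 5 mM MgCl2, 0.01% Tween-20. Coupling enzyme GAPDH (100 nM final) supplies unstable 1,3-BPG in-well.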
# JMJD2A Tudor inh – qHTS Assay for Inhibitors of JMJD2A-Tudor Domain; AlphaScreen JMJD2A-Tudor / H3K4me3 peptide binding; Potency, µM (titrated, usually from 114 µM), for the others: at the highest dose activity change, negative = inhibition, most hits filed as inhibitors; 4.4% of 390,000 active; AID 504339, 2011; Lysine-specific demethylase 4A (Homo sapiens), O75164; note: potency is the fitted concentration of half-maximal effect; % is set by controls: 0 for no effect and ±100 for the full control effect; nearly all actives have a fitted effect of over 50% in size
# PI4K2A block – qHTS for small molecular inhibitors of PI4K2A. purified PI4K2A, ADP-Glo luminescence, 1 h; stronger effect = lower value. AID 1346378, 2018. 0.13% of 420,000 active. activity change, negative = inhibition, % at 76.9 µM; in the data active = activity change below about -50%; inconclusive = mostly about -30% to -49%;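 note: -100% = wells without enzyme as full effect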
#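 PI4K2A activity was measured by ADP-Glo luminescence: enzyme (4 ug/mL stock) and phosphatidylinositol (1.2 mM stock) in Tris pH 7.5/MgCl2/EGTA/Triton X-100 buffer were reacted with ATP (300 microM stock) for one hour at ambient temperature.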
# HP1b binding inh – HTS for Inhibitors of HP1-beta Chromodomain Interactions with Methylated Histone Tails. Chromobox protein homolog 1 (Homo sapiens), P83916. AlphaScreen HP1-beta / biotin-H3K9me3 peptide binding. Potency, µM (series often up to 114 µM), inactives show at the highest dose activity change, negative = inhibition, usual class: inhibitors. 0.56% of 390,000 active. AID 540317, 2011; note: potency is the fitted concentration of half-maximal effect; nearly all actives have a fitted effect of over 70% in size; inactives centre near 23
#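 Compound inhibition of the preformed complex between 50 nM HP1-beta and 50 nM biotinylated H3K9me3 peptide was read by AlphaScreen. Buffer was PBS pH 7.4 with 0.01% Tween-20. Incubations ran 30 min at room temperature, with 10 ug/mL donor/acceptor beads.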
# Pin1 inhibitor – qHTS Assay to Find Inhibitors of Pin1. Peptidyl-prolyl cis-trans isomerase NIMA-interacting 1 (Homo sapiens), Q13526. Pin1 FP peptide displacement, HiFluor488, 10 min. Potency, µM (titrated, usually from 115 µM), without a hit: at the highest dose activity, negative = inhibition, most hits filed as inhibitors. 0.009% of 390,000 active; active = well fitted inhibition curve with a large enough effect in the polarisation, with a control signal flat, not every such curve was filed as active; inconclusive = small, poorly fitted or top-dose-only effect, or effect the other way, or a change in a side signal; inactive = no such curve, though single readings can be large or run the other way; the % refers to the polarisation; note: potency is the fitted concentration of half-maximal effect; % is set by controls: 0 for no effect and ±100 for the full control effect
# Target sequence (Q13526 whole entry, looked up): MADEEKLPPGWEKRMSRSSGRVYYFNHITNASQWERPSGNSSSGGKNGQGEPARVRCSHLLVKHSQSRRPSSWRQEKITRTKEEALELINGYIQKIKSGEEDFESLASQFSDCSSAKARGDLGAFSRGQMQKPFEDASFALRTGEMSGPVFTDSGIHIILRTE
# Pol eta inh – qHTS for Inhibitors of Polymerase Eta. Potency, µM (titrated, usually from 114 µM), for the others: top-dose activity change, negative = inhibition, actives largely listed as inhibitors. DNA polymerase eta (Homo sapiens), Q9Y253. 1.2% of 390,000 active. recombinant Pol eta, fluorescent DNA replication assay; note: potency is the fitted concentration of half-maximal effect; % is set by controls: 0 for no effect and ±100 for the full control effect
#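 Pol eta at 10 nM preincubated with compounds 15 min at room temperature; reaction started with fluorescent substrate (50 nM final) and read kinetically at 0 and 10 min.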
# The depositor's hits bear a star; i = inactive; ? = inconclusive; . = no result given; [ ] = remark or other dose. Unless noted, calls come from the whole dose curve; as a rule, active = well fitted curve in the direction sought with a large enough effect; inconclusive = small, poorly fitted or top-dose-only effect, or another doubt; inactive = no such curve, though single readings can be large; an effect the other way counts as inactive or inconclusive. A portion of the library; count on the stated rates, not on these rows.
# A first look:
SMILES	PI4K2A block	Pol eta inh	JMJD2A Tudor inh	HP1b binding inh	G9a inh	PGK inhibitor	GLS inhibitor	Pin1 inhibitor	BAZ2B block
CCOC(=O)NC(NCC(O)c1ccccc1)(C(F)(F)F)C(F)(F)F (centres undefined)	2	-5%	-14%	18%	-38%	-2%	11%	-8%	-3%
Cc1ccc(NC(=O)NC(=S)NC(=O)c2ccccc2)cc1	-4	1%	-11%	14%	11%[59 µM]	-8%	21%	-8%	-9%
CCOc1ccc(S(=O)(=O)NCCC(=O)NCC(C)(C)N2CCOCC2)cc1	5	-14%	-11%	6%	14%[0.501 µM]	-4%	7%	-1%	-5%

# All compounds of this part (from the top)
SMILES	PI4K2A block	Pol eta inh	JMJD2A Tudor inh	HP1b binding inh	G9a inh	PGK inhibitor	GLS inhibitor	Pin1 inhibitor	BAZ2B block
CCOC(=O)NC(NCC(O)c1ccccc1)(C(F)(F)F)C(F)(F)F (centres undefined)	2	-5%	-14%	18%	-38%	-2%	11%	-8%	-3%
Cc1ccc(NC(=O)NC(=S)NC(=O)c2ccccc2)cc1	-4	1%	-11%	14%	11%[59 µM]	-8%	21%	-8%	-9%
CCOc1ccc(S(=O)(=O)NCCC(=O)NCC(C)(C)N2CCOCC2)cc1	5	-14%	-11%	6%	14%[0.501 µM]	-4%	7%	-1%	-5%
O=C(O)CNC(=S)N(Cc1ccccc1)Cc1cccnc1	1	-4%	-8%	8%	-34%	-7%	-1%	3%	-18%
O=C(NCc1cccs1)c1ccc(CSc2nc3cccnc3n2Cc2ccccc2F)cc1	-1	-13%	5.6µM*	?	2.5µM*	-12%	-5%	21%	8.9µM*
CCn1c(SCC(=O)N(C)c2ccccc2)nc2c([nH]c3ccccc32)c1=O	1	-21%	-12%	19%	25%	i	-4%	0%	6%
CCCCCc1c2c(cc(O)c1C(=O)O)OC(=O)c1c(cc(OC)cc1C(=O)CCCC)O2	0	79µM*	-31%	22%	-12%[59 µM]	-10%	28%	18µM*	79µM*
O=C(COc1ccc(Cl)cc1)N1CCN(C(=O)c2cccs2)CC1	6	2%	-16%	28%	?	-6%	7%	-1%	-19%
Cn1c(=O)c2c(nc(NCc3ccccc3)n2CCCc2ccccc2)n(C)c1=O	-9	-9%	?	-14%	5%[12.7 µM]	6%	16%	?	?
CCOc1ccccc1NC(=O)CCc1ccc(C)o1	-3	-14%	-33%	12%	6%[12.7 µM]	-3%	0%	4%	?
CC(C)(C)c1ccc(C(=O)n2cnc3ccccc32)cc1	-2	-8%	-3%	20%	11%	-13%	-3%	0%	3%
COc1nc(N(C)C)nc(N(C#N)CCOC(C)=O)n1	-4	23%	-13%[11.4 µM]	61%[activator]	9%	-1%	4%	0%	-5%
CCN(CC)c1ccc2cc(-c3nc(-c4cc5ccccc5oc4=O)cs3)c(=O)oc2c1	-4	3%	?	61%[activator]	.	0%	-1%	?	.
CCc1c(C)nc(SCC(=O)N2CCCCC2CC)[nH]c1=O (centres undefined)	0	-37%	-14%[11.4 µM]	-1%	.	7%	-10%	-1%	-11%
CC(=O)Oc1ccc2ccccc2c1C(NC(=O)Cc1ccccc1)c1ccccc1Cl (centres undefined)	7	-2%	-26%	3%	6%	i	1%	22%	-7%
CN(C)CCn1c(C(=O)O)cc2ccccc21	1	-4%	-23%	25%	38%[0.501 µM]	-10%	-1%	5%	?
C=CCNC(=O)CN(c1ccc(OC)cc1OC)S(C)(=O)=O	-2	4%	-10%	29%	0%[59 µM]	-4%	11%	-9%	5%
COc1ccc(C)cc1Nc1nc2cc(Cl)c(Cl)cc2nc1-n1nc(C)cc1C	5	-15%	-3%	34%	-6%[59 µM]	-6%	-7%	19%	1%
COc1cccc(N2CCN(C(=O)c3cc4c(s3)-c3c(C)cccc3OC4)CC2)c1	2	-5%	-5%	49%[activator]	6%[59 µM]	7%	11%	6%	-11%
Cc1ccc(S(=O)(=O)N2CCC(C(=O)N[C@H](C(=O)NC3CCS(=O)(=O)C3)C(C)C)CC2)cc1 (some centres undefined)	4	-10%	-4%	52%[activator]	-40%[12.7 µM]	-1%	3%	2%	-5%
Cc1ccc(S(=O)(=O)N2CCOCC2)cc1C(=O)OCC(=O)N(Cc1ccccc1)C(C)C	-2	-15%	-11%	27%	20%[12.7 µM]	1%	2%	1%	0%
O=C(CN1N=C(c2ccc(Cl)cc2)CCC1=O)NCCc1ccccc1	-2	-20%	-20%	30%	0%[59 µM]	i	2%	-5%	0%
COc1ccc(CNCCNC(=O)c2ccco2)c(OC)c1OC	5	-8%	?	?	?	-4%	-5%	2%	?
CCN1C(=O)[C@H]2[C@@H](c3ccc(C)cc3)N3C(=O)N(c4ccc(OC)cc4)C(=O)[C@@]3(C)[C@H]2C1=O	-3	-18%	-30%	23%	21%	-9%	6%	-5%	-2%
Cc1ccc2nc(-c3ccccc3)cc(C(=O)NCC3CCCO3)c2c1 (centres undefined)	0	-11%	0%	28%	24%	i	3%	2%	-3%
C=CCOC(=O)C1=C(C)Nc2nnnn2C1c1ccc(OC)cc1OC (centres undefined)	0	-8%	-12%	5%	-11%[59 µM]	i	25%	-4%	9%
CCN(CC)S(=O)(=O)c1ccc(Cl)c(C(=O)OCC(=O)c2c(N)n(C)c(=O)n(C)c2=O)c1	-5	-3%	-13%	2%	.	2%	-6%	7%	-17%
COc1ccc(OC)c(S(=O)(=O)N2CCc3ccccc32)c1	4	-13%	3%	54%	12%[12.7 µM]	2%	-3%	-7%	8%
Cc1ccsc1/C=C(\C#N)C(=O)NCc1ccco1	11	-20%	-3%	21%	-11%[59 µM]	-9%	-12%	2%	0%
O=C(c1ccc(Cl)c(S(=O)(=O)N2CCCCC2)c1)N1CCN(Cc2ccccc2)CC1	-1	-11%	-25%	19%	.	3%	-4%	2%	-16%
CCc1cccc(C)c1NC(=O)Cc1ccsc1	3	-14%	-14%	-15%	-8%	1%	-25%	0%	5%
Cc1nc2cc(-c3ccccc3)nn2c(N)c1-c1ccccc1	-7	0%	-4%	42%[activator]	-1%[2.33 µM]	i	-2%	-4%	6%
Cc1ccc(-c2cc(N)n(Cc3ccc(Cl)cc3)n2)cc1	-8	-15%	-34%	?	?	5%	5%	4%	?
Cc1[nH]c(C)c(S(=O)(=O)N2CCN(c3cccc(Cl)c3)CC2)c1C(=O)N1CCCC1	-1	-3%	-34%	50%[activator]	-9%	-9%	0%	-1%	-26%
COCc1cc(CN2CCCC(C(=O)c3cccc(C(F)(F)F)c3)C2)ccc1OC (centres undefined)	5	-18%	8%	32%	3%	-4%	-8%	-5%	2%
O=C(NCCCc1ccccc1)[C@@H]1Cc2ccccc2CN1	-3	-11%	-2%	94%[activator]	-6%	i	-3%	-4%	-3%
C/C(CC(=O)Nc1cccc(Br)c1)=N\NC(=O)c1ccc(O)cc1O	-2	-10%	-26%	47%[activator]	12%	-5%	24%	-13%	0%
CN1C2CCC1/C(=C\c1ccc(F)cc1)C(=O)/C2=C/c1ccc(F)cc1	-2	-5%	-31%	2%	-3%	4%	6%	0%	-34%
Nc1ccc2nc(C3CCCCC3)[nH]c2c1	-4	-21%	-17%	13%	?	-2%	?	-2%	56µM*
CCC(=O)c1ccc(/C=C/c2nc3ccccc3n2C)o1	-19	-1%	6%[11.4 µM]	44%[activator]	2%[59 µM]	-5%	8%	-13%	3%
Cc1ccc(Sc2ccc(NC(=O)c3ccc(S(C)(=O)=O)cc3Cl)cc2)cc1	-2	-23%	-9%	22%	0%[12.7 µM]	2%	-3%	4%	-3%
NS(=O)(=O)c1cccc(NC(=O)COc2ccc([N+](=O)[O-])cc2)c1	-1	-10%	-10%	39%	-1%	9%	3%	3%	6%
COc1cc(C)c(C(=O)Oc2cc(C)c(C(=O)O)c(O)c2C)c(O)c1C	-6	-14%	-27%	4%	.	-16%	5%	.	.
c1ccc(CSc2ncn(-c3ccccc3)n2)cc1	-10	-7%	44%[activator]	46%[activator]	116%[activator]	0%	2%	2%	83%[activator]
Cc1sc2ncn(CC(=O)Nc3ccccc3F)c(=O)c2c1-c1ccccc1	4	-13%	-11%	4%	6%	-4%	3%	10%	15%
C/C(=N\Nc1ccc(S(N)(=O)=O)cc1[N+](=O)[O-])c1cccs1	-29	?	?	-37%	25µM*	-8%	-8%	?	?
O=C(NC1CCCc2ccccc21)c1cncc(Br)c1 (centres undefined)	-2	-13%	-7%	27%	-4%	i	-12%	0%	10%
CCOc1ccc(C(=O)COC(=O)CC)cc1	4	-11%	3%	29%	13%[59 µM]	-6%	2%	-1%	0%
CCN(CC)C(=O)CNC(=O)c1nn(-c2ccc(OC)c(Cl)c2)c(=O)c2ccccc12	-18	-10%	-9%	1%	?	7%	5%	16%	-21%

# High-throughput results (PubChem BioAssay)
